Compound activity from PubChem.
MBNL1-CUG inh – inhibitors of human MBNL1 binding to CUG repeat RNA | AID 2675 | Potency, µM (titrated, usually from 57.5 µM), inactives show at the top dose activity change, negative = inhibition, actives largely listed as inhibitors | TR-FRET MBNL1-His/biotin-(CUG)12 binding, 665/545 ratio | 280,000 tested, 0.036% active; active means well fitted inhibition curve with a large enough effect in the signal ratio, with a control signal flat, not every such curve was filed as active; inconclusive means small, poorly fitted or top-dose-only effect, or effect the other way, or a change in a side signal; inactive means no such curve, though single readings can be large or run the other way; the % refers to the signal ratio; further: on the % scale 0 is the no-effect control and ±100 the full control effect
Target sequence (Q9NR56 whole entry, looked up): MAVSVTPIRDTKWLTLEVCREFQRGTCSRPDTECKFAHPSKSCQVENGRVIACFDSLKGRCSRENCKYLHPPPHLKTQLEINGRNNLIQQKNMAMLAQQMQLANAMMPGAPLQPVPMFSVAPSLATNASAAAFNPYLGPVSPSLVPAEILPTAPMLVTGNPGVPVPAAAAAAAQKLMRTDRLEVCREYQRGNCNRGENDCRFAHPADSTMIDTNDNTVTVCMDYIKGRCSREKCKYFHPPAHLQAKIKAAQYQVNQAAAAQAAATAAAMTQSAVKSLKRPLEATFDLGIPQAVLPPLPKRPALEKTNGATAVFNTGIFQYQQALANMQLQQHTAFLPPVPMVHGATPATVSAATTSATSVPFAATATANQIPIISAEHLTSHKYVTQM
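MBNL1-His + Biotin-(CUG)12, cpd titration 92 nM–58 uM; Tb anti-His Ab 0.055 ng/ul, SA-XL665 5 nM (final); 60 min RT; ratiometric 665/545 nm, Ex 340 nm; normalized to buffer and full-complex controls.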
FLuc counter – firefly luciferase modulation, counter-screen for miR-21 project. purified FLuc, Km substrates, luminescence inhibition. Potency, µM (doses to about 57.5 µM), inactives show at the highest dose activity change, negative = inhibition, most hits filed as inhibitors. 360,000 tested, 6.9% active;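 further: plate controls were vehicle for no effect and reference inhibitor for full effect; nearly all actives have a fitted effect of over 55% in size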
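Purified P. pyralis luciferase (10nM final) with 10uM D-luciferin and 10uM ATP (Km levels) in 50mM Tris acetate pH 7.5, 10mM Mg acetate, 0.01% Tween-20, 0.05% BSA; qHTS 6-point titration, ~60 µM downward; luminescence read.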
p53 reactivation – restores transcriptional activity of mutant p53; H1299 p53-A138V BP100-luciferase reporter, luminescence, 24 h; Potency, µM (top dose mostly 92.2 µM), for the others: at the top dose activity change, positive = activation, hits mostly activators; 320,000 tested, 0.063% active; AID 504706; further: % of control where 0% means no effect; nearly all actives have a fitted effect of over 45% in size
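p53-null H1299 cells stably carrying temperature-sensitive p53-A138V and a BP100-luciferase reporter were pinned with compounds (4-point, 1:5 series) and held 24 hrs at 37 deg C. Luminescence was read 10 min after detection reagent.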
Gal4-VP16 FLuc – Gal4-VP16 reporter inhibition counter-screen; Drosophila S2 Gal4-VP16 UAS-luciferase, luminescence, 20 h; 310,000 tested, 3.5% active; Potency, µM (top dose mostly 53.6 µM), for the others: top-dose activity, negative = inhibition, actives largely listed as inhibitors;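 further: Gal4-VP16 expression switched on by copper sulfate through the metallothionein promoter; on the % scale 0 is the no-effect control and ±100 the full control effect; nearly all actives have a fitted effect of over 50% in size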
uPA generation – inhibitors of cell surface uPA generation; 330,000 tested, 0.31% active; Potency, µM (doses to about 38.3 µM), for inactives: at the top dose activity change, negative = inhibition, hits mostly inhibitors; AID 540303; cell surface uPA generation assay, qHTS; active means well fitted inhibition curve with a large enough effect; inconclusive means small, poorly fitted or top-dose-only effect; inactive means no such curve, though single readings can be large or run the other way; tested in mouse RAW 264.7 cells; further: on the % scale 0 is the no-effect control and ±100 the full control effect; nearly all actives have a fitted effect of over 55% in size
ELG1 genotox – inducers of genotoxicity in HEK293T ELG1-luciferase cells | HEK293T ELG1-luciferase reporter, luminescence, 16 h | Potency, µM (doses to about 46 µM), for the others: top-dose activity change, positive = activation, most hits filed as activators | 330,000 tested, 1.3% active | AID 504466; further: % of control where 0% means no effect; nearly all actives have a fitted effect of over 60% in size
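Quantitative HTS format in 1536-well plates. HEK293T ELG1-luciferase reporter cells receive test compound and are incubated 16 hr at 37 °C, 5% CO2; ONE-Glo added, 30 min room temperature, then luminescence read.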
NPC1 promoter act – activators of NPC1 promoter | Huh7 NPC1 promoter luciferase reporter, 24 h | Potency, µM (titrated, usually from 9.22 µM), inactives show at the highest dose activation, hits mostly activators | 320,000 tested, 2.4% active | AID 485313;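 further: % of control where 0% means no effect; nearly all actives have a fitted effect of over 60% in size; reporter is driven by a mutant NPC1 promoter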
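Luminescence read-out of NPC1 promoter-driven luciferase in stably transfected Huh7 cells; compounds delivered in DMSO and left 24 h at 37C, 5% CO2, qHTS titration format.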
RORgamma inh – blocks mouse ROR gamma transcriptional activity | Potency, µM (highest dose often 53.6 µM), for inactives: at the top dose activity change, negative = inhibition, actives largely listed as inhibitors | 310,000 tested, 5.4% active | Drosophila S2 Gal4-RORgamma UAS-luciferase reporter, 20 h; further: on the % scale 0 is the no-effect control and ±100 the full control effect; nearly all actives have a fitted effect of over 60% in size
Target sequence (P51450 whole entry, looked up, the tested form may be a part): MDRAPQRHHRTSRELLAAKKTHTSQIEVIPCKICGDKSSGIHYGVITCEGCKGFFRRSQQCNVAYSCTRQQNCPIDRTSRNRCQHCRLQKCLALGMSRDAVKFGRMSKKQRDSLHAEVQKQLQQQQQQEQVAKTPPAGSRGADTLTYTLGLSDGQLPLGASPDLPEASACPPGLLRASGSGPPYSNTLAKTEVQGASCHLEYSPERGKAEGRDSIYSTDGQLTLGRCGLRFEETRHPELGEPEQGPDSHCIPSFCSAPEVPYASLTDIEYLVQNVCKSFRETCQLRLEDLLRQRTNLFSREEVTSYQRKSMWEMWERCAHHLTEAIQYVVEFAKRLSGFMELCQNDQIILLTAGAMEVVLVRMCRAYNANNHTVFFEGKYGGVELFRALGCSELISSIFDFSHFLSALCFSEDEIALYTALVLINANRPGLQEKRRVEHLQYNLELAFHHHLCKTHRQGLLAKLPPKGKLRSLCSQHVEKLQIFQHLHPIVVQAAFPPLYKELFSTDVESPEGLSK
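Drosophila Schneider cells stably carrying a metallothionein-driven Gal4 DBD–ROR gamma fusion and a UAS-Photinus luciferase reporter were exposed to compound for 1 hr, then induced with copper sulfate (700 uM final) for 20 hr at ambient temperature before luminescence reading.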
Rab9 promoter act – activates the Rab9 promoter; Potency, µM (titrated, usually from 9.22 µM), inactives show at the top dose activation, negative = inhibition, actives largely listed as activators; 320,000 tested, 2.8% active; AID 485297; Huh7 Rab9 promoter-luciferase reporter, luminescence, 24 h; further: % of control where 0% means no effect; nearly all actives have a fitted effect of over 60% in size
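Huh7 reporter line, Rab9 promoter upstream of luciferase. Compound exposure 24 h at 37 °C in reduced-serum medium with 10% FBS. Read-out: luminescence.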
BRCA1 expr up – increases BRCA1 expression; 380,000 tested, 1.1% active; Potency, µM (series often up to 46.1 µM), for the others: top-dose activation, actives largely listed as activators; AID 624202; MCF7-BRCA1-FFLuc reporter, luminescence, 48 h; response scale: scaled: vehicle 0%, 10 µM genistein 100%; further: nearly all actives have a fitted effect of over 80% in size; some results filed as inactive show a strong effect at the top dose
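Quantitative HTS in MCF7 cells stably reporting BRCA1 expression via firefly luciferase. Compound treatment lasts 48 h at 37 °C in phenol-red free MEM. Activation is expressed relative to genistein at 10 microM and DMSO.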
* hit, by the source's call; ? = inconclusive; · = no result given; & = joins results of further samples. Unless noted, the call rests on the fitted dose curve; in most records, active means well fitted curve in the direction sought with a large enough effect; inconclusive means small, poorly fitted or top-dose-only effect, or another doubt; inactive means no such curve, though single readings can be large; an effect the other way counts as inactive or inconclusive. Potency means the concentration at half of the fitted maximal effect. Compounds as they come; overall some 13% were active at least once.

SMILES	MBNL1-CUG inh	FLuc counter	p53 reactivation	Gal4-VP16 FLuc	uPA generation	ELG1 genotox	NPC1 promoter act	RORgamma inh	Rab9 promoter act	BRCA1 expr up
CCc1ccc(CN2CCCC(C(=O)Nc3ccccc3-c3ccc(OC)cc3)C2)o1 (stereo not given)	0%	-2%	8%	0%	?	-5%	-5%	15%	-5%	-33%
O=C(Cn1c(=O)n(Cc2ccc(F)cc2)c(=O)c2ccccc21)NCC1CCCO1 (stereo not given)	0%	3%	-4%	4%	-2%	1%	4%	-4%	1%	-4%
O=C(NCc1cccs1)C1CC(c2ccccc2O)=NO1 (stereo not given)	4%	?	14%	?	-5%	?	-1%	?	-1%	-30%
O=C(Cc1n[nH]c(=O)[nH]c1=O)N/N=C/CCc1ccccc1	5%	-1%	0%	-3%	5%	1%	2%	-11%	1%	-1%
CCn1c(CSc2nncn2-c2ccc(OC)cc2)nc2cc(S(=O)(=O)N(C)C)ccc21	3%	2%	3%	-9%	2%	0%	-1%	-12%	-1%	0%
CCCN(C(=O)Cc1nc(N)n[nH]1)C1(C(=O)Nc2c(C)cccc2C)CCCCC1	3%	-2%	-11%	4%	0%	2%	1%	-12%	-20%	5%
O=S(CC(O)COCc1ccc(Cl)cc1)c1ccccn1 (stereo not given)	-5%	5%	2%	-8%	0%	-7%	-3%	19%	-9%	-5%
Cc1ccc(S(=O)(=O)N2CCN(C(=O)COC(=O)c3cc([N+](=O)[O-])ccc3NCCO)CC2)c(C)c1	·	·	-2%	·	?	-1%	·	·	·	-18%
COc1ccc(OC)c(C2CC(=O)N3CN(c4cccc(Cl)c4)CSC3=C2C#N)c1 (stereo not given)	7%	-1%	3%	?	1%	3%	-3%	?	4%	-3%
Cn1cccc1/C=C1/SC(=O)N(CC(=O)N2CCCC2)C1=O	?	6%	1%	-12%	-2%	-2%	-1%	6%	1%	-7%
CC(=O)NCCc1ccc(S(=O)(=O)Nc2ccc(C)c(S(=O)(=O)N3CCOCC3)c2)cc1	-9%	1%	-5%	-2%	-3%	2%	0%	-15%	-11%	15%
CCOc1ccccc1NC(=O)N1CCCN(c2ncccc2C#N)CC1	3%	2%	-2%	6%	-4%	0%	-6%	-13%	-2%	-2%
Cc1nn(C)c(C)c1S(=O)(=O)N1CCC(C(=O)NC2CCCc3ccccc32)CC1 (stereo not given)	2%	2%	0%	-4%	9%	-3%	-1%	8%	4%	-18%
COc1ccc(C(=O)CCC(=O)N2CCN(c3cc(C)ccc3C)CC2)cc1	2%	-1%	-5%	-9%	-2%	0%	-4%	32%	-8%	-28%
O=C(NCC1CCCN1S(=O)(=O)c1cccs1)c1ccccc1 (stereo not given)	·	2%	-5%	·	-10%	-3%	-2%	·	-3%	-23%
Cc1nc(N2CCN(C)CC2)c2sc(=S)n(C)c2n1	-8%	9%	-1%	-11%	7%	10%	3%	-26%	-6%	0%
CSc1ccc(CNC(=O)CCn2ccc3cc(S(=O)(=O)N4CCCC4)ccc32)cc1	0%	0%&-12%	-5%	1%	4%	-7%	2%	11%	-7%	-21%
CCOc1nc(Nc2ccc(OC)c(Cl)c2)nc(N2CCN(c3ccc(OC)cc3)CC2)n1	-1%	1%	-8%	-2%	-7%	-4%	-4%	1%	-4%	-29%
Cc1cccc(/C=C/c2nc3ccccc3c(=O)[nH]2)c1	-8%	1.1µM*	4%	-12%	-12%	8.2µM*	?	2%	?	?
O=[N+]([O-])c1cccc(OCC(O)CN2CCN(S(=O)(=O)c3cc(Cl)ccc3Cl)CC2)c1 (stereo not given)	?	3%	7%	-15%	0%	1%	0%	-1%	4%	-41%
CC1CC1c1ccc(/C=C(\C#N)C(=O)Nc2cccc(Cl)c2Cl)o1 (stereo not given)	·	?	7%	18%	7%	9%	11%	?	17%	-32%
COc1ccc(S(=O)(=O)Nc2ccc3c(c2)N(C(C)=O)CCC3)cc1OC	·	-45%	-12%	·	-3%	-1%	1%	·	4%	-23%
CCOC(=O)c1ccc(CNC(=O)CSc2nc(NC(=O)c3ccccc3)c3c(C)c(C)oc3n2)cc1	-8%	0%	-3%	1%	·	-8%	-2%	2%	-1%	1%
O=C(Nc1cc(C(F)(F)F)ccc1Cl)c1ccc(NC(=O)C(F)(F)F)cc1	·	-1%	-3%	-1%	-5%	1%	3%	44%	-5%	-46%
C#CCOCCOCCOCCNc1nc(N2CCN(C(=O)C([C@@H](C)CC)n3cc(C(N)CO)nn3)CC2)nc(N2CCN(C(=O)[C@H](CCC(=O)O)n3cc(C(N)CC(C)C)nn3)CC2)n1 (stereo not given in full)	-7%	4%	1%	0%	11%	0%	-2%	1%	8%	4%
New compounds follow
SMILES	MBNL1-CUG inh	FLuc counter	p53 reactivation	Gal4-VP16 FLuc	uPA generation	ELG1 genotox	NPC1 promoter act	RORgamma inh	Rab9 promoter act	BRCA1 expr up
COc1ccc(C[C@H]2CN3C(=NC[C@@H]3Cc3ccccc3)N2CCNC(=O)CCC2CCCCC2)cc1	-5%	1%	-8%	-17%	-26%	-13%	2%	?	-4%	-36%
COc1ccc(-n2nnnc2SCC(=O)Nc2nnn(C)n2)cc1	12%	1%	0%	9%	·	1%	-2%	30%	3%	3%
Cn1cnc(S(=O)(=O)N2CCN(c3ccccc3)CC2)c1	-2%	2%	0%	1%	-9%	1%	1%	-1%	0%	6%
CC(Oc1ccc(C(=O)c2ccccc2)cc1)C(=O)N1CCOCC1 (stereo not given)	·	3%	0%	·	4%	2%	-5%	·	-3%	-8%
COc1ccc(-n2c(-c3ccco3)nc3c(cnn3-c3ccc(C)cc3)c2=O)cc1	16%	4%&4%	0%	1%	1%	-5%	0%	?	-3%	-56%&-24%
Cc1oc(-c2ccccc2F)nc1CS(=O)(=O)CC(=O)N1CCN(c2ccccc2)CC1	-12%	-6%&0%	0%	-1%	10%	-12%	-4%	-22%	3%	-4%&-66%
CC(C)N1CCC(N2CCN(Cc3cccnc3)CC2CCO)CC1 (stereo not given)	2%	0%	0%	-1%	17%	2%	-6%	-4%	-9%	7%
C/C(=N\NC(=O)c1cc(C(C)C)[nH]n1)c1ccco1	2%	12µM*	?	?	?	?	4µM*	?	2.5µM*	8%
CCCCNC(=O)C(=O)NC(C)CCc1ccccc1 (stereo not given)	-5%	0%	-7%	-14%	-2%	0%	-6%	3%	7%	4%
Cc1sc(NC(=O)Nc2ccccc2)c(C(N)=O)c1C	-7%	7.6µM*	10%	?	-4%	9%	?	-11%	2µM*	34%
CCC(C)(C)n1nnnc1C(c1ccc(OC)c(OC)c1)N1CCN(c2ccccc2)CC1 (stereo not given)	1%	-1%	-7%	-8%	2%	0%	-3%	23%	-5%	-39%
CC(C)(C)c1cc(OC(=O)C2CCCC2)ccc1O	0%	?	·	11µM*	3%	-2%	-2%	?	-1%	-41%
[O-][n+]1c2c(nn1-c1ccc(Cl)c(Cl)c1)-c1nonc1CC2	-6%	2%	0%	12%	5%	-2%	1%	32%	-5%	-31%
CC(C)n1c(SCC(=O)N2CCN(C(=O)c3ccco3)CC2)nc2c1c(=O)n(C)c(=O)n2C	3%	-2%	-1%	16%	-4%	3%	-3%	14%	-1%	-24%

Structures from the list above that contain a halogen (nine):
SMILES	MBNL1-CUG inh	FLuc counter	p53 reactivation	Gal4-VP16 FLuc	uPA generation	ELG1 genotox	NPC1 promoter act	RORgamma inh	Rab9 promoter act	BRCA1 expr up
O=C(Cn1c(=O)n(Cc2ccc(F)cc2)c(=O)c2ccccc21)NCC1CCCO1 (stereo not given)	0%	3%	-4%	4%	-2%	1%	4%	-4%	1%	-4%
O=S(CC(O)COCc1ccc(Cl)cc1)c1ccccn1 (stereo not given)	-5%	5%	2%	-8%	0%	-7%	-3%	19%	-9%	-5%
COc1ccc(OC)c(C2CC(=O)N3CN(c4cccc(Cl)c4)CSC3=C2C#N)c1 (stereo not given)	7%	-1%	3%	?	1%	3%	-3%	?	4%	-3%
CCOc1nc(Nc2ccc(OC)c(Cl)c2)nc(N2CCN(c3ccc(OC)cc3)CC2)n1	-1%	1%	-8%	-2%	-7%	-4%	-4%	1%	-4%	-29%
O=[N+]([O-])c1cccc(OCC(O)CN2CCN(S(=O)(=O)c3cc(Cl)ccc3Cl)CC2)c1 (stereo not given)	?	3%	7%	-15%	0%	1%	0%	-1%	4%	-41%
CC1CC1c1ccc(/C=C(\C#N)C(=O)Nc2cccc(Cl)c2Cl)o1 (stereo not given)	·	?	7%	18%	7%	9%	11%	?	17%	-32%
O=C(Nc1cc(C(F)(F)F)ccc1Cl)c1ccc(NC(=O)C(F)(F)F)cc1	·	-1%	-3%	-1%	-5%	1%	3%	44%	-5%	-46%
Cc1oc(-c2ccccc2F)nc1CS(=O)(=O)CC(=O)N1CCN(c2ccccc2)CC1	-12%	-6%&0%	0%	-1%	10%	-12%	-4%	-22%	3%	-4%&-66%
[O-][n+]1c2c(nn1-c1ccc(Cl)c(Cl)c1)-c1nonc1CC2	-6%	2%	0%	12%	5%	-2%	1%	32%	-5%	-31%
